Source: PubChem BioAssay (several laboratories)
SUMO1 PPI mod: modulators of SUMO1 protein-protein interactions, primary screen, biochemical, uHTS | Small ubiquitin-related modifier 1 (Homo sapiens), P63165 | SUMO1 binding to a labelled peptide, TR-FRET, 1 h | inhibition, % at 20 µM | 360,000 tested, 0.33% active | AID 602429, 2012; in the data active = inhibition above about 37%
STEP inh: STEP phosphatase inhibitors, primary screen, biochemical, fluorescence intensity, uHTS; recombinant STEP, OMFP fluorogenic substrate; inhibition, % at 20 µM; 360,000 tested, 0.25% active; AID 588621, 2011;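 active = inhibition at 20 µM, scaled per plate between control wells, above about 37%, limit read from the data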;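 note: 0% = DMSO with enzyme and substrate and 100% = substrate only without enzyme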
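System: STEP (striatal-enriched tyrosine phosphatase) enzyme, cell-free; medium: Bis-Tris pH 6.0 buffer with DTT, detergent; dosing: 20 µM, 1% DMSO; times: reaction 20 min, ambient temperature; detection: fluorescence, 480/540 nm; read-out basis: normalized % inhibition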
PABP1 MLLE inh: inhibitors of PABP1 MLLE–PAM2 peptide binding, primary screen, biochemical, fluorescence polarization, FITC-PAM2, GST-MLLE | Polyadenylate-binding protein 1 (Homo sapiens), P11940 | inhibition, % at 20 µM | 360,000 tested, 0.36% active; in the data active = inhibition above about 35%, passing the limit was not always enough;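 note: plate controls were DMSO wells with GST-MLLE for no effect and wells lacking GST-MLLE protein for full effect; some results filed as inactive read as strong as hits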
NadD block: inhibitors of S. aureus NadD, primary screen, biochemical, colorimetric, uHTS | purified NadD enzyme, colorimetric absorbance read-out | inhibition, % at 20 µM | 360,000 tested, 0.78% active | AID 602399, 2012; in the data active = inhibition above about 26%; note: some compounds past the cut are filed as inactive
Rpn11 inh: Rpn11 (PSMD14) deubiquitinase inhibitors, primary screen, biochemical, fluorescence polarization, uHTS; 360,000 tested, 0.59% active; calls only at 20 µM; human 26S proteasome, Ub4-pepOG fluorescence polarization; 20S core pre-blocked with epoxomicin;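 active = inhibition at 20 µM, scaled to each plate's controls, above about 33%, limit read from the data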
Target sequence (O00487 whole entry, looked up): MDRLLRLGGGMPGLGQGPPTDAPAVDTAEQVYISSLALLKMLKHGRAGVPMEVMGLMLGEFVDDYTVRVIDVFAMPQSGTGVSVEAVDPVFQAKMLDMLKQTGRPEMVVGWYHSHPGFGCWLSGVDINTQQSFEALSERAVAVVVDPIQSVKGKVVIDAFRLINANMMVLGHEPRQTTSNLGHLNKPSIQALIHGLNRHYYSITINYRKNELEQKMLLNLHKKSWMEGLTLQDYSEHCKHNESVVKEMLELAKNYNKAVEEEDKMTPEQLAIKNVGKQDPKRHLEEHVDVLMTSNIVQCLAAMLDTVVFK
LMPTP block: LMPTP phosphatase inhibitors, primary screen, biochemical, fluorescence intensity, uHTS. Low molecular weight phosphotyrosine protein phosphatase (Homo sapiens), P24666. recombinant LMPTP-A, OMFP fluorogenic substrate. inhibition, % at 20 µM. 360,000 tested, 0.22% active. AID 651560, 2012;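 active = compounds that cut the enzyme signal by at least half of the control window in the single-dose screen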;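 note: plate controls were DMSO wells with enzyme plus substrate for no effect and substrate without enzyme for full effect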
Target sequence (P24666 whole entry, looked up): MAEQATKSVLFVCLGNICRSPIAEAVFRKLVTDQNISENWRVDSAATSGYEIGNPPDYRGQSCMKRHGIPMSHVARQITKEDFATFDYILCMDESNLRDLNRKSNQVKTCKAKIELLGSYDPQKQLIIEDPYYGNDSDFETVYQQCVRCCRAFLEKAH
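test system = LMPTP-A | amount = 0.625 nM LMPTP-A final | reagent = fluorogenic phosphatase substrate OMFP at 400 µM final | incubation = 50 min at room temperature | benchmarks = no-enzyme low control, uninhibited high control | medium = Bis-Tris pH 6.0, DTT, detergent | signal = fluorescence intensity of OMFP turnover product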
Scp-1 inhibitor: Scp-1 phosphatase inhibitors, primary screen, biochemical, colorimetric, uHTS; Carboxy-terminal domain RNA polymerase II polypeptide A small phosphatase 1 (Homo …; Recombinant Scp1, phosphopeptide, malachite green phosphate absorbance; inhibition, % at 20 µM; 340,000 tested, 0.88% active; AID 493091, 2011;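 active = inhibition above about 50% at 20 µM, limit read from the data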;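 note: plate controls were DMSO wells with enzyme for no effect and wells lacking enzyme for full effect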
Target sequence (Q9GZU7 76-261 limits assumed): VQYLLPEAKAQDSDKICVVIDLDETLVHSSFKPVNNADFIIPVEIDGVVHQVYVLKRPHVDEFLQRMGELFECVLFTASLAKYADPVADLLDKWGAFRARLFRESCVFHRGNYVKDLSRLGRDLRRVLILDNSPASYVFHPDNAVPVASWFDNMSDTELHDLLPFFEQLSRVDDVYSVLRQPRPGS
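Test system: SCP-1 catalytic domain; Buffer or medium: Acidic Tris acetate buffer with magnesium and detergent; Also added: Phosphorylated 17-residue peptide substrate; Compound: single 20 µM dose, 1% DMSO; Schedule: enzyme reaction 45 min at room temperature, colour 5 min, stabilisation 30 min; Signal: Phosphate-binding colour reagent, absorbance read at 630 nm.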
TbMetRS inhib: T. brucei MetRS inhibitors, primary screen, biochemical, luminescence. methionyl-tRNA synthetase (Trypanosoma brucei brucei). purified T. brucei MetRS, ATP depletion, Kinase-Glo luminescence. inhibition, % at 11.9 µM. 360,000 tested, 0.4% active;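 active = inhibition above a per-plate cutoff of the control wells' mean inhibition plus 3 SD, cut at about 5.5% in these data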;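 note: 0% = DMSO wells median and 100% = median of wells with control inhibitor compound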
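assay system = parasite MetRS enzyme | timing = 15 min preincubation, 2 h reaction, all 25 °C | evaluation = percent inhibition relative to median high and low control wells | medium = HEPES buffer containing pyrophosphatase, BSA, spermine, DTT | compound = single dose, 11.9 µM final nominal, 0.9% final DMSO | detection = Kinase-Glo luminescence, ATP depletion format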
DNMT1 block: human DNMT1 methyltransferase inhibitors, primary screen, biochemical, molecular beacon, fluorescence, HinP1I cleavage, uHTS. DNA (cytosine-5)-methyltransferase 1 (Homo sapiens), P26358. inhibition (reported as % activation of signal), % at 10 µM. 360,000 tested, 0.83% active; in the data active = inhibition above about 50%
CSN deneddyl inh: inhibitors of CSN-mediated cullin deneddylation, primary screen, biochemical, fluorescence polarization, uHTS | COP9 signalosome complex subunit 5 (Homo sapiens), Q92905 | Purified CSN, SCF-Nedd8-OG deneddylation | inhibition, % at 12.5 µM | 360,000 tested, 0.38% active;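 active = pattern-corrected inhibition above about 35%, with an unprinted fluorescence ratio check between 0.5 and 1.5, limit read from the data, passing the limit was not always enough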;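 note: 0% = enzyme with substrate and 100% = substrate without enzyme; some results filed as inactive read as strong as hits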
Target sequence (Q92905 whole entry, looked up, one chain of several): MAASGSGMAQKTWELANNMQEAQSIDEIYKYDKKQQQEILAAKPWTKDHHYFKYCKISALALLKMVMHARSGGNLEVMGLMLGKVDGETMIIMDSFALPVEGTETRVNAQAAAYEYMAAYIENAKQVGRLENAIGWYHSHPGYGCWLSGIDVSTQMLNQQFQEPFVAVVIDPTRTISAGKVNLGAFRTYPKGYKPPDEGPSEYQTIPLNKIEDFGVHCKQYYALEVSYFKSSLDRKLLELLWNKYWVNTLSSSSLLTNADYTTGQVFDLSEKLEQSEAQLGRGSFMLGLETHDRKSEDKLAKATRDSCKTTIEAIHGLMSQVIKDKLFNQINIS
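Test system: purified human Csn5 enzyme expressed in HEK293T cells. Amount: 0.24 nM enzyme. Reagent: SCFSkp2-Nedd8OG substrate at 10 nM final. Schedule: 90 min incubation of compound, enzyme and substrate at room temperature. Detection: fluorescence polarization. Read-out: % inhibition of substrate cleavage by Csn5.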
* hit, by the source's call; i = inactive; · = not tested or not shown.

item | Compound | SUMO1 PPI mod | STEP inh | PABP1 MLLE inh | NadD block | Rpn11 inh
1 | Cc1cccc(N/C=C(\[N+](=O)[O-])S(=O)(=O)c2ccccc2)c1 | -1 | 0 | 3 | -1 | i
2 | COC(=O)[C@@]12C[C@@H](CC(=O)NCc3cccc(C(F)(F)F)c3)C(=O)N(Cc3ccccc3)C1=CCC(C)(C)C2 | -4 | · | · | · | ·
3 | O=C([C@@H]1CC=C[C@@H]2CCN(C3CC3)C(=O)[C@@H]21)N1CCN(c2ccccc2)CC1 | 3 | -1 | -1 | 1 | i
4 | O=C(CCCN1C(=O)c2ccccc2C1=O)Nc1ccccn1 | -7 | -2 | -8 | 2 | i
5 | Cc1cc(Cl)ccc1NC(=O)CN1CCCC1 | 0 | 0 | 8 | -8 | i
6 | Cc1ccc(NS(=O)(=O)c2cc(NC(=O)C(C)Oc3ccccc3)ccc2C)c(C)c1 (centres undefined) | -2 | 1 | -4 | -1 | i
7 | Cc1cc(C)nc(NC(=O)c2c(C(=O)O)noc2C)n1 | 5 | -3 | 3 | -1 | i
8 | COc1ccc(-c2cn3cc(C)ccc3n2)cc1Br | 5 | 0 | -10 | -3 | i
9 | N#Cc1ccc(-c2c(-c3ccccc3)ncc3cc(F)ccc23)cc1 | -2 | 1 | -1 | 0 | i
10 | Cc1cccc(N2CCN(CC(=O)Nc3ccc(-n4cnnn4)cc3)CC2)c1C | -2 | 11 | 7 | 0 | i
11 | Cc1nn(C(=O)c2ccccc2)c2c1C(=O)CC(C)(C)C2 | -1 | 4 | -15 | 4 | i
12 | CCOc1ccc(NC(=O)CCC(=O)Oc2ccc(C)cc2)cc1 | 3 | -2 | 2 | -4 | i
13 | O=C(NCc1nnnn1-c1ccc(F)cc1)c1ccc2c(c1)OCO2 | -3 | -1 | 19 | -6 | i
14 | CCC(C)[C@H](Nc1nc(-c2ccccc2)nc2c1oc1ccccc12)C(=O)O (some centres undefined) | 7 | 0 | 10 | 3 | i
15 | CN(C)c1oc(-c2ccccc2F)nc1C#N | -1 | -2 | 4 | -4 | i

item | LMPTP block | Scp-1 inhibitor | TbMetRS inhib | DNMT1 block | CSN deneddyl inh
1 | -1.2 | -9 | 0.0 | 5 | 1
2 | 4.5 | · | 0.2 | · | -3
3 | -1.4 | 2 | 0.4 | 9 | -1
4 | 0.3 | -8 | -1.0 | -1 | 5
5 | -0.9 | -2 | -1.3 | 0 | 4
6 | 2.5 | 1 | 0.6 | -7 | 3
7 | -0.2 | -1 | -0.2 | 1 | -6
8 | 2.3 | 1 | -1.0 | -9 | -1
9 | 1.4 | 5 | 0.4 | 6 | 3
10 | -1.8 | 2 | -0.5 | 27 | 0
11 | -2.0 | -7 | -1.1 | 5 | 4
12 | -0.7 | -13 | -0.1 | -1 | 2
13 | -1.2 | · | -0.1 | 6 | -1
14 | -0.7 | -3 | -0.4 | 2 | 2
15 | -1.3 | 4 | -0.3 | 1 | -1

More records:
item | Compound | SUMO1 PPI mod | STEP inh | PABP1 MLLE inh | NadD block | Rpn11 inh
16 | CN(C)C(=S)Nc1cccc(F)c1 | 8 | -1 | -38 | 1 | i
17 | COC(=O)c1cc(-c2cccc(OC)c2)on1 | 3 | -3 | 2 | -5 | i
18 | Cc1ccc(NC2=C([N+](=O)[O-])CS(=O)(=O)C2)cc1 | -6 | -4 | 3 | -2 | i
19 | N#Cc1cnn(CC2CCCCC2)c1N | 4 | 2 | -6 | 8 | i
20 | COc1ccccc1CC(=O)Nc1ncc(C)s1 | 3 | 1 | -3 | -3 | i
21 | O=C(Cn1cnc2ccccc21)OCC(=O)N1CCCCC1 | 1 | 1 | -2 | 0 | i
22 | COCCn1c(C)cc(C(=O)COC(=O)c2ccc(Cl)c(S(N)(=O)=O)c2)c1C | -1 | 0 | 0 | 0 | i
23 | O=C(CCC1CCCN(C(=O)CCCc2ccccc2)C1)N1CCN(c2ccccn2)CC1 (centres undefined) | -2 | 2 | -4 | -3 | i
24 | O=c1[nH]ncc(N2CCN(C(c3ccccc3)c3ccccc3)CC2)c1Cl | 0 | -3 | -12 | 6 | i
25 | COc1ccc(CN2CCN(S(=O)(=O)c3ccc(F)cc3)CC2)cc1OC | -4 | 1 | -4 | -6 | i
26 | Cc1c(NC(=O)/C(C#N)=C/c2ccc(-c3ccccc3Cl)o2)c(=O)n(-c2ccccc2)n1C | -5 | -1 | 8 | 16 | i
27 | COc1ccc(S(=O)(=O)NCc2c(-c3ccccc3)noc2C)c(OC)c1 | -1 | 2 | 15 | -10 | i
28 | Cc1ccc(CN2CCCOCCS2(=O)=O)cc1 | 2 | 1 | -5 | -8 | i
29 | CC(=O)Nc1cccc(/C(C)=N/NC(N)=S)c1 | 0 | 4 | -33 | 15 | i
30 | CCCc1ncc(C(O)c2cccc(OC)c2)n1C (centres undefined) | 3 | 2 | 11 | -3 | i

item | LMPTP block | Scp-1 inhibitor | TbMetRS inhib | DNMT1 block | CSN deneddyl inh
16 | 0.0 | -11 | -0.5 | -2 | 2
17 | 0.3 | -3 | 0.4 | -1 | 1
18 | -1.0 | -6 | -1.2 | -5 | -1
19 | -1.8 | 1 | -0.1 | 0 | 3
20 | -0.3 | 2 | -0.6 | -1 | -3
21 | -1.9 | -7 | -0.2 | -1 | -3
22 | -0.3 | -1 | -0.2 | 2 | -6
23 | -0.7 | -8 | -0.1 | 1 | -1
24 | -6.4 | 12 | -0.9 | 4 | -10
25 | 0.0 | -11 | -0.6 | 1 | 2
26 | -0.1 | 8 | 0.2 | 10 | -11
27 | -0.1 | 0 | 0.0 | 2 | 27
28 | -1.5 | -11 | 0.1 | 1 | 2
29 | -0.1 | -5 | 0.5 | -1 | -7
30 | -1.2 | -5 | 0.1 | -2 | -7

As entered above.
SUMO1 PPI mod result of `O=C(CCC1CCCN(C(=O)CCCc2ccccc2)C1)N1CCN(c2ccccn2)CC1` (centres undefined) stands at -2
Scp-1 inhibitor result of `CC(=O)Nc1cccc(/C(C)=N/NC(N)=S)c1` stands at -5
Scp-1 inhibitor result of `COCCn1c(C)cc(C(=O)COC(=O)c2ccc(Cl)c(S(N)(=O)=O)c2)c1C` stands at -1

More entries.
item | Compound | SUMO1 PPI mod | STEP inh | PABP1 MLLE inh | NadD block | Rpn11 inh
31 | COc1cc(CN(C)Cc2nc3cc(C(F)(F)F)ccc3c(=O)[nH]2)ccc1OC(F)F | 5 | 2 | 6 | 3 | i
32 | Cc1cc(N)ccc1NC(=O)CN1CCCC1 | -1 | 1 | 1 | 2 | i
33 | COC(=O)c1ccc(CSc2ncnc3c2nnn3-c2ccc(F)cc2)o1 | -2 | 1 | 27 | -7 | i
34 | Cc1nc(Oc2ccc(S(=O)(=O)N3CCOCC3)cc2Cl)c2c3c(sc2n1)CCCC3 | 1 | -1 | -20 | 8 | i
35 | O=C(Cc1ccccc1)NNC(=O)Nc1ccc(Cl)c(Cl)c1 | 3 | 1 | -15 | -5 | i
36 | CCCCCCn1c(CN2CCN(C(=O)c3ccco3)CC2)nc2c1c(=O)n(C)c(=O)n2C | 13 | 1 | 10 | 5 | i
37 | Cc1nnc(SCC(N)=O)n1CC1CCCO1 (centres undefined) | -2 | 0 | -2 | -3 | i
38 | CC(=O)c1ccc(S(=O)(=O)NCCC(=O)OCC(=O)NCCc2ccccc2)cc1 | 3 | 0 | -4 | 1 | i
39 | O=C(c1ccc(OC2CCN(Cc3ccccc3OC(F)F)CC2)cc1)N1CCCC1 | 2 | 0 | 0 | 0 | i
40 | O=C(c1cccs1)N1CCN(S(=O)(=O)N2CCOCC2)CC1 | 0 | -4 | -2 | 1 | i
41 | Cc1ccc(-c2csc(NC(=O)c3ccno3)n2)cc1 | 15 | 0 | -22 | 8 | i
42 | C/C(CC(=O)NCC(C)C)=N\NC(=O)COc1cc(C)c(Br)cc1Br | -2 | 0 | 8 | 2 | i
43 | O=C(Cn1cnc2c(cnn2-c2ccc(F)cc2)c1=O)NCc1ccco1 | 5 | -4 | -9 | 3 | i
44 | COc1ccc(-c2c(NC(=O)c3ccco3)n(-c3ccccc3)nc(C)c2=O)cc1 | 0 | -2 | 7 | 3 | i
45 | Cc1sc(NC(=O)C2CCCCC2C(=O)O)c(C(N)=O)c1-c1ccc(C(C)C)cc1 (centres undefined) | 6 | -4 | 10 | 11 | i
46 | Cn1cc(SCC(=O)NCc2ccc3c(c2)OCO3)c2ccccc21 | 4 | 4 | 18 | -11 | i

item | LMPTP block | Scp-1 inhibitor | TbMetRS inhib | DNMT1 block | CSN deneddyl inh
31 | 0.1 | -7 | 0.3 | 3 | 5
32 | -1.7 | -13 | -0.5 | -1 | 2
33 | 3.4 | -15 | -0.4 | -4 | 2
34 | 4.2 | -3 | 0.8 | -4 | -14
35 | 0.3 | -3 | -0.1 | 0 | 3
36 | -0.9 | -7 | 0.5 | 0 | 6
37 | 0.4 | -5 | -0.1 | 3 | 1
38 | -2.6 | -2 | 0.1 | 1 | -2
39 | 0.5 | 1 | -0.1 | -1 | -4
40 | -3.2 | -3 | 0.1 | 1 | -2
41 | 3.3 | 3 | 0.2 | -7 | 6
42 | -0.1 | -8 | -1.5 | 24 | 0
43 | 0.1 | 6 | -0.1 | 2 | -1
44 | -0.1 | 7 | 2.2 | -2 | -2
45 | -0.3 | -13 | -1.5 | 5 | 6
46 | 0.6 | -9 | -0.1 | -4 | 1
